Source: PubChem BioAssay (several laboratories)
PG9 binder: binders of HIV-1 gp120 antibody PG9, primary screen, biochemical, TR-FRET; HIV-1 gp120 / PG9 antibody interaction; TR-FRET gp120-PG9 antibody binding; inhibition, % at 6.7 µM; 360,000 compounds, 0.43% hits; AID 624416, 2012; in the data active = inhibition above about 8.5%
DAX1 inh-1: DAX1 (NR0B1) inhibitors, primary screen, cell-based, HEK293, Gal4-DAX1, luciferase luminescence; 340,000 compounds, 0.99% hits; AID 504766, 2011; inhibition, % at 6.75 µM; Nuclear receptor subfamily 0 group B member 1 (Homo sapiens), P51843; HEK293 Gal4-DAX1 luciferase reporter;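 active = inhibition above the mean over all tested compounds plus 3 SD, cut at about 4.2% in these data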;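 also: 0% = DAX1-transfected cells with DMSO and 100% = empty-vector control cells with DMSO; inhibition shows as a rise in luminescence from relieved DAX1 repression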
Target sequence (P51843 207-470 limits assumed): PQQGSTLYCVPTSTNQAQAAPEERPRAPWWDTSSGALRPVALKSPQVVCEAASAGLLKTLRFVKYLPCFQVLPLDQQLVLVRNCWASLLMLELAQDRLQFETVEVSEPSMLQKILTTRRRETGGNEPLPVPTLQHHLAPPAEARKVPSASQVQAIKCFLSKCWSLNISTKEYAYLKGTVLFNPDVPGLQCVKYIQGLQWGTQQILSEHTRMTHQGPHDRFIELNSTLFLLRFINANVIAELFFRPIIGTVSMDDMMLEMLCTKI
hgDAF-12 ag: H. glycines DAF-12 receptor agonists, primary screen, cell-based, luminescence, HEK293, GAL4 fusion, UAS-luciferase; 370,000 compounds, 1.8% hits; AID 687014, 2013; activation, % at 6.8 µM; HEK293 GAL4-hgDAF12 UAS-luciferase reporter, agonist luminescence; normalized to butyrate control; Nuclear hormone receptor DAF-12 (Heterodera glycines), GAL4 fusion;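 active = activation above a cutoff set at the mean of all screened compounds plus 3 SD, cut at about 10% in these data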;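 also: 0% = DMSO wells and 100% = sodium butyrate wells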
NPR1 activator: GC-A stimulated cGMP production enhancers – HEK293 GC-A cells, cGMP TR-FRET, EC30 ANP, primary screen | AID 1671463, 2021 | 0% at EC30 ANP, 100% saturating ANP | 370,000 compounds, 0.14% hits | activation, % at 10 µM | Atrial natriuretic peptide receptor 1 (Homo sapiens), P16066; in the data active = activation above about 40%
ssDAF12 agonist: S. stercoralis DAF-12 nuclear receptor activators, primary screen, cell-based, luminescence, HEK293, GRIP1 co-expression, lit1-tk-luc; 370,000 compounds, 1% hits; Nuclear hormone receptor DAF-12 (Strongyloides stercoralis); AID 652126, 2013; HEK293 ssDAF-12/GRIP1 lit1-tk-luc reporter; % of 3 µM dafachronic acid response; activation, % at 6.8 µM;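 active = activation above the mean over all tested compounds plus 3 SD, cut at about 0.9% in these data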;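 also: 0% = DMSO-only wells and 100% = 3 µM delta7-dafachronic acid wells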
GAA850 FXN act: FXN promoter activators, primary screen, cell-based, luciferase luminescence, HEK293 lucGAA850; HEK293 lucGAA850 FXN promoter luciferase reporter, 24 h; percent of 10 µM SAHA response; AID 540364, 2011; activation, % at 6 µM; 360,000 compounds, 0.56% hits;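 active = activation above the average of all compounds screened plus 3 SD, cutoff fixed separately per campaign, cut at about 7.5% in these data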;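 also: 0% = DMSO wells and 100% = 10 µM SAHA wells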
ADAM17 inh: ADAM17 inhibitors, primary screen, biochemical, QFRET; inhibition, % at 6.95 µM; Disintegrin and metalloproteinase domain-containing protein 17 (Homo sapiens), P78536; recombinant ADAM17, EDANS/DABCYL FRET peptide cleavage; 370,000 compounds, 0.83% hits;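 active = inhibition above the mean of compounds lying between control limits plus 3 SD, set per campaign, cut at about 8.5% in these data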;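 also: 0% = DMSO-only wells as the low control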
ADAM10 inh: human ADAM10 inhibitors, primary screen, biochemical, QFRET, HTS; recombinant ADAM10, EDANS/DABCYL FRET peptide cleavage, 3 h; inhibition, % at 7 µM; Disintegrin and metalloproteinase domain-containing protein 10 (Homo sapiens), O14672; 370,000 compounds, 0.62% hits; AID 720582, 2013;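 active = inhibition above a per-campaign cutoff equal to the mean of compounds falling between control-based bounds plus 3 SD, cut at about 20% in these data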;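 also: 0% = DMSO wells while the 100% control is not disclosed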
Target sequence (O14672 214-748 limits assumed): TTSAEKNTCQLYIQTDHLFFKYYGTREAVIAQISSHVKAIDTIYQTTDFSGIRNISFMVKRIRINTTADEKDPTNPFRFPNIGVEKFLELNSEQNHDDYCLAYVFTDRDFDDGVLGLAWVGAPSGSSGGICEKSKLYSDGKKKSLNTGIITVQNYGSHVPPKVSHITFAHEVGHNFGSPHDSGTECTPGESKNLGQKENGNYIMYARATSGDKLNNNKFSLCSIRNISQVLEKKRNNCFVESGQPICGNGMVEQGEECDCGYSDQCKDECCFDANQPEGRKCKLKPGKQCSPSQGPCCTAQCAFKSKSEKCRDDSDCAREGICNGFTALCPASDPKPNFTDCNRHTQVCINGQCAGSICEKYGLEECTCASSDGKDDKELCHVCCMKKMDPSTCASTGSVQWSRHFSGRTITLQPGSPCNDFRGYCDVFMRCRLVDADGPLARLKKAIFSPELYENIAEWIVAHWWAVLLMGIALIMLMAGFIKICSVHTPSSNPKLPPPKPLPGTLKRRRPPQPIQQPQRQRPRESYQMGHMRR
hcDAF-12 act: H. contortus DAF-12 nuclear receptor activators, primary screen, cell-based, luminescence, HEK293, lit1-tk-luc reporter | 370,000 compounds, 1.4% hits | AID 652067, 2013 | activation, % at 6.8 µM | HEK293 hcDAF-12 lit1-tk-luc reporter; 0% DMSO, 100% Δ7-dafachronic acid;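 active = activation above the mean of all tested compounds plus 3 SD, cut at about 5.5% in these data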;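 also: 100% = response to 3 µM Δ7-dafachronic acid high control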
DAX1 inh-2: DAX1 (NR0B1) inhibitors on StAR promoter, primary screen, cell-based, luminescence, SF-1 (NR5A1), full-length DAX-1; HEK293T StAR-luciferase reporter, SF-1/DAX-1 repression relief; inhibition, % at 6.8 µM; 370,000 compounds, 1.1% hits; AID 652010, 2013;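 active = inhibition above the mean over all tested compounds plus 3 SD, cut at about 3.6% in these data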;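 also: 0% = DAX-1 cells with DMSO and 100% = cells lacking DAX-1 with DMSO; higher inhibition means more luminescence from relief of DAX-1 repression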
SMARCA2 activ: SMARCA2 (BRM) function activators, primary screen, cell-based, luminescence, high throughput | MG213 cells, MMTV-luciferase reporter, dexamethasone, overnight | activation, % at 9.1 µM | 370,000 compounds, 1% hits | AID 652017, 2013; in the data active = activation above about 7.8%;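 also: 0% = vehicle wells and 100% = reference activator wells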
* hit, by the source's call; · = no result given.

SMILES	PG9 binder	DAX1 inh-1	hgDAF-12 ag	NPR1 activator	ssDAF12 agonist	GAA850 FXN act	ADAM17 inh	ADAM10 inh	hcDAF-12 act	DAX1 inh-2	SMARCA2 activ
CC(NCCCSc1ccccc1)C(O)c1ccc(O)cc1 (stereo not drawn)	1.6	-0.3	-5.8	-2	-1.1	3.1	-4	-6	-2.4	-1.6	2
C/C(=N\NC(=O)c1ccc(O)cc1)c1ccc(N2CCOCC2)cc1	-2.2	0.1	6.9	-4	-1.2	4.7	-3	4	0.9	0.6	8
NC(=O)C1CCN(C(=O)CN2CCN(c3cccc(C(F)(F)F)c3)CC2)CC1	-1.0	-0.3	-1.3	0	-1.0	-0.3	-6	-1	0.4	-0.6	-4
Cc1ccc(F)cc1NC(=O)CSc1nc(Nc2ccccc2)nc(N2CCOCC2)n1	-3.0	0.9	-3.3	-6	-0.5	1.2	-3	-12	-1.6	-1.9	-4
CCc1cc2c3c(c(=O)oc2cc1OC)CCCC3	1.9	0.1	2.1	-22	-0.6	2.4	-70	-218	-2.3	-1.1	-1
Cc1ccc(C2=CC(c3ccc(C)cc3)n3ncnc3N2)cc1 (stereo not drawn)	-0.1	-0.3	1.6	1	-1.2	0.8	-140	-478	-2.2	0.1	-2
CCCCCCCCN1C(=O)[C@H](CC(=O)N2CCN(C(=O)OCC)CC2)C[C@@]2(C(=O)OC)CC(C)(C)CC=C12	0.1	·	-1.1	1	-0.5	·	0	8	-0.1	0.6	-3
COP(=O)(c1ccc(N(C)C)cc1)C(O)c1ccccc1 (stereo not drawn)	-0.8	0.4	-2.1	1	-1.0	0.3	-7	-12	-1.3	-0.8	-1
Cc1ccc(Oc2ccc(Oc3ccc(C)cc3)nn2)cc1	-0.7	1.4	2.0	-3	-1.9	-1.1	-1	-3	-1.0	0.1	6
N#CCSc1nc(N)c(C#N)c(C2CCCCC2)c1C#N	0.0	-0.4	-5.1	-10	-1.3	11*	5	8	-3.0	-0.9	1

Limited to SMARCA2 activ and ADAM17 inh, for some of the entries so far:
molecule | SMARCA2 activ | ADAM17 inh
N#CCSc1nc(N)c(C#N)c(C2CCCCC2)c1C#N | 1 | 5
NC(=O)C1CCN(C(=O)CN2CCN(c3cccc(C(F)(F)F)c3)CC2)CC1 | -4 | -6
COP(=O)(c1ccc(N(C)C)cc1)C(O)c1ccccc1 (stereo not drawn) | -1 | -7

(more compounds)
SMILES	PG9 binder	DAX1 inh-1	hgDAF-12 ag	NPR1 activator	ssDAF12 agonist	GAA850 FXN act	ADAM17 inh	ADAM10 inh	hcDAF-12 act	DAX1 inh-2	SMARCA2 activ
CCOC(=O)c1c(C)[nH]c(C(=O)COC(=O)c2oc3ccccc3c2C)c1C	-0.7	0.6	1.0	6	-1.2	-0.1	2	0	0.4	-0.3	-1
CC(C)NCCCCOc1cccc(Br)c1	-2.4	0.6	2.4	0	-0.3	2.6	-3	-8	1.2	-0.1	-2
Cc1sc(N/N=C/C=C/c2ccccc2)nc1-c1ccccc1	-3.5	0.3	3.9	1	-0.7	3.1	-3	-30	6.0*	0.0	0
CC(C)n1ncc(N2CCOCC2)c(Cl)c1=O	1.1	-0.6	1.9	1	-0.7	2.5	-2	-14	-2.3	0.5	-5
O=C(CN1C(=O)NC2(CCCc3ccccc32)C1=O)Nc1ccccc1OC(F)F (stereo not drawn)	-1.7	-0.5	-0.2	1	-1.7	-1.6	1	6	-1.0	-0.6	0
CC(C)NC(=O)/C(C#N)=C/c1ccc2c(c1)OCCO2	0.0	-0.9	7.9	0	-1.4	3.0	-5	-12	1.9	0.8	5
CCCn1c(C(C)Nc2nc(-c3cccc(Br)c3)cs2)nc2ccccc21 (stereo not drawn)	-2.2	-0.2	-0.5	-6	-1.0	1.3	1	9	-0.5	-0.1	2
Cc1cc2c(cc(C(=O)OCC(=O)NCc3ccco3)n2C)s1	7.3	-1.1	0.1	0	-1.1	-4.1	-3	-3	-0.3	-2.1	-2
Cc1ccnc(NC(=O)CNC(=O)c2cccs2)c1	-0.9	3.9	2.5	2	-0.9	1.6	-8	-6	-0.9	0.1	-1
Cc1nc2nc(COc3ccccc3)[nH]n2c(=O)c1C	-0.8	-0.8	-1.4	-5	-1.3	-1.7	-1	0	-1.9	-0.3	-3
COc1ccc(C)cc1NC(=O)C(OC(=O)c1cnc(C)cn1)c1ccccc1 (stereo not drawn)	-0.6	-1.3	-1.7	7	-0.9	0.8	0	0	-0.5	-0.4	0
N#Cc1ccc(S(=O)(=O)N2CCCc3nc(-c4ccccc4)ccc32)cc1	0.3	·	2.0	0	0.8	·	-4	-10	0.3	-0.7	-1
COc1ccccc1-n1c(SCC(=O)N2CCOCC2)nc2ccccc2c1=O	-0.3	0.2	2.4	-1	-1.2	2.2	-2	-9	-0.7	0.0	-2
Cc1ccc(Sc2ncccc2/C=N/O)cc1	-1.6	1.5	0.7	-1	-0.9	-0.3	0	-16	-2.8	-0.4	-7
CCOCCCNC(=O)C1CCN(C(=O)N(C)C)CC1	1.8	-0.5	-1.4	-4	-1.4	-2.7	5	-10	-1.9	-0.2	-1
Cc1ccsc1CN(C)c1ncnc2ccc(-c3ccoc3)cc12	0.8	·	4.2	3	-1.2	3.4	-76	-283	-1.6	0.2	-1
Cc1nnc(SCC(=O)NC2CCCCC2C)s1 (stereo not drawn)	-2.8	-1.9	0.3	-1	-1.7	1.0	5	2	-4.0	0.3	0
Cc1[nH]n(-c2cccc3ccccc23)c(=O)c1C=Nc1ccc2[nH]c(=O)[nH]c2c1	-3.0	0.5	-1.3	0	-1.2	-0.3	2	1	0.8	-0.1	1
CCOC(=O)C1=C(O)/C(=C\c2ccc(O)c(OCC)c2)N=C1C	-16	0.5	0.7	-9	-1.9	-1.2	-3	4	-1.1	0.0	-2
COc1ccc(CC(=O)Oc2ccc(C)cc2C)cc1	-1.3	2.4	-0.3	-3	-1.3	0.9	-3	-3	-2.1	0.4	-2
Cc1[nH][nH]c(=O)c1N=Nc1ccc(S(N)(=O)=O)cc1	-5.8	·	-6.3	-4	-1.6	-1.0	1	-7	-1.1	-0.6	0
Clc1ccc(COn2c(-c3ccccc3)nc3ccccc32)cc1	1.9	-0.7	1.0	2	-1.8	0.4	6	13	-1.4	-0.4	-1
Cc1c(C(=O)NCc2ccc3c(c2)OCCO3)sc(=O)n1Cc1ccc2c(c1)OCO2	-1.2	·	0.3	-1	-1.2	-0.6	2	-2	0.4	-0.1	0
COc1ccc(C(=O)N2C=Cc3ccccc3C2C(N)=O)cc1 (stereo not drawn)	1.0	1.2	-2.5	1	-1.2	-1.3	-4	-12	0.3	0.1	-5
C[C@]12CCC3C(CC[C@H]4CC(O)CC[C@]34C)C1CC/C2=N/NC(=O)c1ccncc1 (stereo partly drawn)	0.1	-0.4	-2.6	-1	-0.8	2.1	-1	10	-1.9	-0.1	1
Cc1ccc(NC(=O)NCc2cccnc2)cc1	-0.4	0.6	4.1	-3	-0.8	1.5	-1	-7	-0.1	1.4	-1
C#CCNC(=O)C[C@@H]1C[C@@]2(C(=O)OC)CC(C)(C)CC=C2N(Cc2cccc3ccccc23)C1=O	-0.4	·	-2.2	-5	-0.7	·	6	13	-0.1	-0.2	2
Cc1cc(OCC(=O)NCCc2ccc(Cl)cc2)c2c(C)cc(=O)oc2c1	-1.0	-0.5	0.9	-35	-1.1	1.7	-8	-28	-1.9	-0.2	1
Cc1ccc2nc(C)c(Cl)c(=O)n2c1	0.4	1.2	2.0	3	-1.0	-0.9	-7	-19	-1.6	-0.2	1
CCOC(=O)c1cc(-c2ccc(N3C(c4ccsc4)=Cc4ccccc4C3CC(C)=O)cc2)cc([N+](=O)[O-])c1 (stereo not drawn)	-2.0	·	4.0	-5	-0.1	·	-5	-6	-1.0	1.3	-6
CCc1nc2ccc(C(=O)NCCc3ccccn3)cn2c1N(CC)CCOC	-2.4	·	-1.4	-1	-1.1	0.9	-5	-6	-2.0	0.0	-3
CC(=O)c1ccc(N2CCN(C(=O)c3ccc4c(=O)[nH]c5c(C(=O)NC6CCCC6)sc(=S)n5c4c3)CC2)cc1	-1.4	·	0.9	-5	-0.8	·	0	-2	0.3	-0.6	-1
Cc1ccc(S(=O)(=O)N(Cc2cccnc2)Cc2cc3ccccc3[nH]c2=O)cc1	0.1	0.3	-0.6	0	-1.4	-1.5	-7	-3	-2.1	0.0	3
O=C(/C=C/c1ccc([N+](=O)[O-])cc1)Nc1cccnc1	0.3	3.1	7.4	-2	-0.4	4.4	-1	0	0.2	3.1	5
Cc1ccc(N(CC(O)CN2C(=O)NC(C)(C)C2=O)S(=O)(=O)c2ccc([N+](=O)[O-])cc2)cc1 (stereo not drawn)	-0.9	0.7	-0.9	0	-1.3	-1.6	-4	-6	2.1	-0.8	0
CC(C)CC(=O)NC(=S)Nc1cc(C(=O)O)ccc1Cl	1.4	-0.2	-0.6	3	0.0	-3.0	-5	-2	4.0	0.8	-1
O=C(CNC(=O)c1ccc(OC(F)F)cc1)NCC1CCCO1 (stereo not drawn)	-1.4	-1.1	0.9	1	-0.8	0.4	0	0	-0.2	-0.2	-3
CCc1nnc(NC(=O)Cn2ccc(C(F)(F)F)n2)s1	0.7	-0.1	-2.0	2	-1.4	2.3	-3	5	-0.4	0.1	0
CC(=O)N1CCc2cc(Br)cc(S(=O)(=O)NCc3ccccn3)c21	0.3	1.0	0.0	3	-1.1	-1.4	0	-1	-0.7	1.1	-6
CC(=O)N1N=C(c2ccccc2)CC1c1ccc(F)cc1 (stereo not drawn)	-2.8	1.0	1.8	0	0.1	1.7	2	6	4.4	0.0	2

An excerpt of these results, bar-delimited:
SMILES | PG9 binder | DAX1 inh-1 | hgDAF-12 ag | NPR1 activator | ssDAF12 agonist | GAA850 FXN act | ADAM17 inh | ADAM10 inh | hcDAF-12 act | DAX1 inh-2 | SMARCA2 activ
CCOC(=O)C1=C(O)/C(=C\c2ccc(O)c(OCC)c2)N=C1C | -16 | 0.5 | 0.7 | -9 | -1.9 | -1.2 | -3 | 4 | -1.1 | 0.0 | -2
COc1ccc(CC(=O)Oc2ccc(C)cc2C)cc1 | -1.3 | 2.4 | -0.3 | -3 | -1.3 | 0.9 | -3 | -3 | -2.1 | 0.4 | -2
